# Source: PubChem BioAssay (Sanford-Burnham Center for Chemical Genomics)
# SENP8 block-1 = SENP8 (human) protease inhibition. inhibition, % at 20 µM. 360,000 compounds, 0.64% hits. AID 602440. Q96LD8. recombinant SENP8, Nedd8 substrate fluorescence; in the data active = inhibition mostly above about 40%, no sharp cut-off; inactive = mostly below about 27%
# Target sequence (Q96LD8 whole entry, looked up): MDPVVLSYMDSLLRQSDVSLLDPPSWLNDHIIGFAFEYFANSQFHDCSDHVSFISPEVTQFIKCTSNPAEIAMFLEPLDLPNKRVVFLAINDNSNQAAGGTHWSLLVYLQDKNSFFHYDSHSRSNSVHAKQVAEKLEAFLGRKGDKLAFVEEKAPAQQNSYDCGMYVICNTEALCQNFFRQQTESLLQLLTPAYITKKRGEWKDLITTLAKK
# SENP8 block-2 = blocks the human protease SENP8; Q96LD8; purified SENP8, Z-RLRGG-aminoluciferin cleavage, luminescence; inhibition, % at 10 µM; 330,000 compounds, 1.2% hits; AID 2540; in the data active = inhibition above about 50%
# Apaf-1 inh = human Apaf-1 inhibition; O14727; reconstituted apoptosome caspase-3 activity, DEVD-Rh110 fluorescence; 330,000 compounds, 0.71% hits; inhibition, % at 20 µM; active = inhibition of at least 40% at 20 µM;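 also: plate controls were DMSO wells for no effect and DEVD-CHO caspase inhibitor wells for full effect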
#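 Material: reconstituted apoptosome with Apaf-1, cytochrome c, caspase-9, procaspase-3, dATP. Technique: Rh110 fluorescence intensity. Buffer or medium: pH 7.5 Hepes buffer with CHAPS, BSA, DTT. Times: 30 min plus 50 min, RT.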
# SENP1 FRET inh = SENP1 (human) catalytic domain inhibition | 360,000 compounds, 0.21% hits | AID 624204 | inhibition, % at 10 µM | recombinant SENP1 catalytic domain, CyPet-SUMO1-YPet FRET cleavage;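 active = inhibition at least 30% at 10 µM, raw YFP signal under a set limit, fluorescence ratio 0.5 to 1.5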;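 also: 0% = enzyme with DMSO and 100% = no enzyme wells; some results filed as inactive read as strong as hits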
# Target sequence (Q9P0U3 419-644 limits assumed): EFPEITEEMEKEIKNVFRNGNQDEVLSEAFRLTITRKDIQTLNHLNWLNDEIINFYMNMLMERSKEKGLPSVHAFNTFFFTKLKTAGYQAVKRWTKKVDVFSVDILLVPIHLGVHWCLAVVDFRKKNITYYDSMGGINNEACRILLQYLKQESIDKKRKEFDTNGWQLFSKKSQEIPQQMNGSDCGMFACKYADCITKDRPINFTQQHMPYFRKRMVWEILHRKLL
#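 Assay system – human recombinant His6-tagged SENP1 catalytic domain enzyme · Input – SENP1 enzyme, 20 pM final · Buffer or medium – Tris pH 8 buffer plus EDTA, NaCl, BME, BSA, NP40, catalase · Schedule – 50 min reaction at room temperature · Technique – FRET read of cyan and yellow fluorescence · Control set – no-enzyme wells low, DMSO-plus-enzyme wells high control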
# A3G deaminase = APOBEC3G (human) deaminase inhibition; inhibition, % at 20 µM; 330,000 compounds, 0.28% hits; recombinant A3G, ssDNA deamination FAM/TAMRA fluorescence; AID 493012;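 active = inhibition of at least 40% at 20 µM, with no more than 30% in the related APOBEC3A deaminase screen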;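 also: plate controls were DMSO wells with A3G for no effect and wells lacking A3G enzyme for full effect; some compounds called inactive have numbers as strong as hits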
# SENP6 inh = SENP6 protease inhibition; Q9GZR1; Recombinant SENP6 catalytic domain, aminoluciferin luminescence; inhibition, % at 10 µM; 330,000 compounds, 1.8% hits; AID 2599;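 active = inhibition above about 50% at the single tested dose, limit read from the data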;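 also: plate controls were DMSO wells with enzyme for no effect and DMSO wells lacking enzyme for full effect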
# UBC13 inh = blocks human UBC13 polyubiquitin chain formation; TR-FRET; inhibition, % at 20 µM; 330,000 compounds, 0.47% hits; AID 485273; in the data active = inhibition above about 45%, passing the limit was not always enough
# Target sequence (P61088 whole entry, looked up): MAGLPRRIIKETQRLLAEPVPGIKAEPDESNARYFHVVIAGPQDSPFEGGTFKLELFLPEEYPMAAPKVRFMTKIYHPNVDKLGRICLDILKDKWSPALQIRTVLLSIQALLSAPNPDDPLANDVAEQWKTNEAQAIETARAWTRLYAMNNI
# SENP7 inh = SENP7 protease inhibition; recombinant SENP7, Z-RLRGG-aminoluciferin luminescence, 40 min; inhibition, % at 5 µM; 330,000 compounds, 1.5% hits; AID 434973;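 active = inhibition above about 50% at the single test dose, limit read from the data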;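 also: plate controls were DMSO with enzyme for no effect and no enzyme buffer wells for full effect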
# Target sequence (Q9BQF6 706-1050 limits assumed): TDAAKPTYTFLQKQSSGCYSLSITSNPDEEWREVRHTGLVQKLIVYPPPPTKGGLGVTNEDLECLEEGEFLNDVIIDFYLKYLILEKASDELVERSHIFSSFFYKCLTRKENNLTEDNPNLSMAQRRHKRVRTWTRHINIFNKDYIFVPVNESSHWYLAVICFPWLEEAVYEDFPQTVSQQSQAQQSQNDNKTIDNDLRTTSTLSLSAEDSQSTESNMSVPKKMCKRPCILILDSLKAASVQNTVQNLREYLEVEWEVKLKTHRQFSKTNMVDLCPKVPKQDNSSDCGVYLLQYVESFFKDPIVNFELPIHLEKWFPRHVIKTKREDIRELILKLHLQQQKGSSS
# Starred values were filed as active, the others as inactive; · = no result given.
SMILES,SENP8 block-1,SENP8 block-2,Apaf-1 inh,SENP1 FRET inh,A3G deaminase,SENP6 inh,UBC13 inh,SENP7 inh
C[C@H]1CN([C@@H](C)CO)C(=O)c2cccc(NS(=O)(=O)c3ccc(F)cc3)c2O[C@H]1CN(C)Cc1ccc(Cl)c(Cl)c1,0.7,-17.8,31.0,3.4,-8.3,-27.9,7.0,-10.4
O=c1nc2ccccc2c2n1CC(CN1CCN(c3ccccc3F)CC1)N2 (stereo unspecified),4.5,-2.3,14.1,-1.2,-2.8,-20.9,-4.0,-0.2
O=C(CS(=O)CC(=O)N(c1ccccc1)C(C(=O)NC1CCCC1)c1cccs1)Nc1ccc(F)cc1 (stereo unspecified),12.9,8.9,6.1,2.9,-4.2,-15.5,-0.4,9.3
O=C(Cc1ccc(Br)cc1)N1CCN(c2ccc(F)cc2)CC1,11.3,-5.6,10.0,0.8,-10.3,-2.4,7.0,2.1
COc1ccc(OC)c2sc(N(CCCN(C)C)C(=O)c3ccc(S(=O)(=O)N4CCc5ccccc5C4)cc3)nc12,·,5.3,54.7*,·,-7.0,-83.8,100.5*,4.0
CC(=O)COc1ccc(-c2csnn2)cc1,4.7,-2.5,-12.3,0.4,-11.4,-22.4,1.7,-5.3
c1ccc(-c2ccc(C3CCCN3)cc2)cc1 (stereo unspecified),14.6,-9.0,1.7,-1.5,-7.0,-20.8,-0.8,0.1
O=C(Cn1nnc2ccccc2c1=O)NCCc1ccc(F)cc1,·,-10.3,-4.0,·,-6.7,-18.4,-6.0,-10.4
Cc1cccc(N2CCN(C(=O)c3cc(=O)[nH]c4ccccc34)CC2)c1C,-12.9,5.1,0.0,-0.3,-5.8,-4.9,-6.7,5.1
CC(C)n1cnc2c(NCc3ccc(S(N)(=O)=O)cc3)nc(NCc3ccc(S(N)(=O)=O)cc3)nc21,8.2,-10.4,-0.5,-5.5,-3.1,-4.9,9.2,-6.6
Cc1ccccc1Cn1c(CN2CCc3ccccc3C2)nc2c1c(=O)n(C)c(=O)n2C,37.9,6.0,25.2,-14.7,-4.5,12.5,-1.7,-4.7
O=C(O)C(C/C(=N/O)c1ccc(Br)cc1)P(=O)(c1ccccc1)c1ccccc1 (stereo unspecified),17.7,-0.1,-2.8,1.7,-5.0,10.4,-1.2,0.7
CC(=O)NNc1cc(N2CCOCC2)nc(N2CCOCC2)n1,-6.7,0.5,2.1,-83.8,0.0,-7.9,-6.7,23.7
CCOC(=O)C1=C(C)N(C)C(=S)NC1c1ccc(Cl)cc1Cl (stereo unspecified),-1.8,-5.5,20.4,3.2,-1.4,-2.7,1.5,4.2
O=C(CCCCCn1c(SCC(=O)c2ccccc2)nc2ccccc2c1=O)NCc1ccco1,4.8,-3.3,-2.8,0.7,-6.2,-6.6,2.1,-9.3
Cc1cc(C)c(S(=O)(=O)Nc2c(C)[nH]c(=O)[nH]c2=O)c(C)c1,12.5,2.8,-2.7,0.7,0.0,-18.8,6.5,0.7
CN1CCN(CCC(=O)N/N=C/c2ccccn2)CC1,5.0,-2.7,-4.5,0.3,-2.1,-8.1,-12.3,-14.9
O=C(COC(=O)c1ccc(Cl)cc1[N+](=O)[O-])NCc1ccco1,19.9,-5.7,3.5,-0.3,-6.5,-10.9,-14.9,-3.4
Cc1cc(N2C(=O)C(O)=C(C(=O)c3ccco3)C2c2cccc(Oc3ccccc3)c2)no1 (stereo unspecified),-10.6,-5.9,18.8,-32.7,-4.9,8.8,-23.6,-7.3
CCn1c(SCC(=O)OC)nc2sc3c(c2c1=O)CCC3,7.1,4.6,4.1,-1.1,8.5,-34.0,4.3,1.7
COC(=O)Cn1cc(C(=O)OC)cc(Br)c1=O,18.1,5.1,-1.3,-0.6,-7.7,-12.2,5.1,9.6
Cc1ccc2nc(C)c(C(=O)N/N=C/c3ccccc3[N+](=O)[O-])cc2c1,1.4,-5.1,-7.1,-0.1,-7.1,-7.8,14.9,1.7
CCOc1ccc(C2=CS/C(=C(\C#N)c3nnc4n3CCCCC4)N2CC)cc1,15.7,-5.4,-9.9,3.3,1.4,0.9,-10.4,-18.0
Cc1ccccc1NC(=S)N1CCCC1,6.0,-2.7,-6.4,0.0,-10.8,4.8,-6.0,-2.4
Cc1ccc2nc(NCCc3ccccc3)c3nncn3c2c1,-80.5,-11.7,9.5,-65.2,-9.5,9.0,9.7,-0.5
# The listing continues.
SMILES,SENP8 block-1,SENP8 block-2,Apaf-1 inh,SENP1 FRET inh,A3G deaminase,SENP6 inh,UBC13 inh,SENP7 inh
COc1cccc(OCc2cc(C(=O)NC3CCOCC3)no2)c1,5.3,-3.2,-7.6,-0.4,-2.5,12.7,10.7,6.6
CCCCNC(=O)CCNC(=O)c1ccc(C(C)(C)C)cc1,22.9,8.4,-15.0,1.9,-7.8,0.9,6.4,-1.3
N#Cc1cc([N+](=O)[O-])ccc1Oc1cccc(/C=N/NC(=O)c2ccc(Cl)cc2)c1,0.8,-6.2,28.7,0.8,-7.7,-30.8,-21.2,-6.4
CCOC(=O)C(C)(C)Oc1ccc(Cl)cc1,12.1,4.0,-4.2,-1.8,-3.6,-10.1,-5.7,3.0
Cc1nc2ccc(S(=O)(=O)Nc3cc(-c4nc5cccnc5s4)ccc3C)cc2s1,-441.4,9.6,7.0,14.8,0.6,4.5,3.2,-3.0
CCN1CC(CN(C)Cc2nc(COc3ccccc3)no2)CC1=O (stereo unspecified),13.4,-7.2,1.0,-1.4,-4.1,1.7,-7.6,-0.7
CCCc1cc(=O)c2ccc(OCC(C)=O)cc2o1,-15.1,-5.9,4.0,-1.3,-5.3,-1.5,-5.2,-4.6
Cc1ccc(Sc2c(C)nn(C(=O)CNS(=O)(=O)c3ccc(F)cc3)c2C)cc1,29.8,1.8,-2.4,-0.7,-2.1,-3.6,4.7,7.3
COc1cccc(N2[C@@H](CC(=O)O)c3cc(C(F)(F)F)ccc3S2(=O)=O)c1,-16.7,-14.4,5.2,-1.2,47.7,-24.7,-14.9,7.6
COc1ccccc1C(CNC(=O)C1CC(=O)N(Cc2ccc(C)cc2)C1)N1CCCC1 (stereo unspecified),7.1,3.4,25.4,-0.2,-11.4,-6.4,18.7,8.1
S=C(NCc1ccncc1)NC1CCCCC1,17.4,6.4,-5.2,2.5,-2.3,3.3,8.2,0.7
CC(C)COc1ccc(C(=O)CCN2CCCCC2)cc1,26.1,-6.1,15.3,-1.6,-5.5,-10.1,6.8,-7.4
CCCCOc1ccc(C(=O)NCC(=O)NC2CC2)cc1,12.1,-2.7,-1.4,-1.6,-2.4,-12.8,1.2,12.1
Cc1cc(=O)n2nc(N3CCCC(C(=O)NCc4ccccc4Cl)C3)sc2n1 (stereo unspecified),-1.5,2.8,9.3,1.9,1.0,-5.8,-7.7,-5.2
Cc1ccc(C(=O)C(C)OC(=O)c2nc(Cl)ccc2Cl)cc1 (stereo unspecified),8.7,-1.9,10.9,0.0,0.6,3.1,4.3,7.5
C/C(=N\NC(=O)c1ccc([N+](=O)[O-])c(C)c1)c1ccccc1Cl,15.6,-4.2,1.6,1.5,-5.6,-9.9,0.4,4.0
Cn1c(-c2ccc(F)cc2)cnc1NCc1cccc([N+](=O)[O-])c1,22.4,1.3,-12.7,-1.9,7.5,13.5,2.5,-4.0
COc1ccc(/C=C/C(=O)Nc2ccc(NC(C)=O)cc2)cc1S(=O)(=O)N1CCOCC1,24.6,-1.1,-16.0,-0.5,-5.1,-13.1,16.4,5.5
Cc1ccc(OCC(=O)N2CCN(C3=NS(=O)(=O)c4ccccc43)CC2)cc1,12.2,6.1,-21.0,2.5,-3.9,5.6,5.1,1.3
Cc1cccc(-n2ncc3c(NCCN4CCOCC4)ncnc32)c1,17.4,-10.0,-1.2,1.8,-3.0,5.9,6.5,2.0
NC(=O)c1ccccc1NC(=O)Nc1cccc(Cl)c1Cl,-172.1,-10.6,6.1,0.6,3.0,8.0,12.9,-0.6
C=CCn1c(N)c(C(=O)N2CCN(C)CC2)sc1=S,12.0,2.1,-1.3,-3.2,-3.2,0.9,-3.4,2.9
O=C(c1ccc(OC2CCN(C/C=C/c3ccc(F)cc3)CC2)cc1)N1CCCC1,1.6,-7.5,9.6,-2.5,-6.6,-10.5,2.2,28.9
CC(=O)Nc1ccc(NC(=O)c2cc(=O)c3ccccc3o2)cc1,9.8,2.6,-5.1,-0.6,-12.6,-5.6,0.5,-0.3
CCCCc1nc2ccccc2c(NC(=O)CN2CCCC2)c1CCC,-1.1,5.6,-1.3,0.6,-8.3,7.1,-7.5,3.9
# (listing goes on)
SMILES,SENP8 block-1,SENP8 block-2,Apaf-1 inh,SENP1 FRET inh,A3G deaminase,SENP6 inh,UBC13 inh,SENP7 inh
COc1ccc(-c2csc(NC(=O)CN3C(=O)C4CCCCC4C3=O)n2)cc1OC (stereo unspecified),15.3,-11.3,-4.7,0.1,-2.0,7.2,11.0,-5.9
CCn1cc(C(=O)N[C@@H](C)C(=O)OC)c(=O)c2cc3c(cc21)OCO3,-81.1,-10.0,3.1,0.4,-8.4,-7.6,2.8,-3.4
COc1ccc(/C=C2\SC(=S)N(CC(=O)NCCO)C2=O)cc1,20.1,-1.8,12.6,-40.8,-8.1,2.9,-12.2,-7.2
CCc1c(C#N)c(SCc2c(C)noc2C)nc2c1C(=O)CC(C)(C)C2,26.1,-0.9,26.1,2.6,-2.6,-30.0,0.1,4.9
Cc1cc(C)n(CCCNC(=O)C(C)(C)Oc2ccc(Cl)cc2)n1,6.8,2.8,4.7,-1.2,-3.8,0.1,6.3,2.1
COc1ccc(NC(=O)N2CCCC2C(=O)Nc2ccccc2)cc1 (stereo unspecified),18.2,-0.8,-41.5,1.4,-1.6,-0.7,-7.0,8.3
CC(=O)c1ccc2noc(-c3cccc(F)c3)c2c1,-74.9,-11.3,13.1,-25.4,-9.6,-0.2,-6.0,-8.3
Cc1ccc(S(=O)(=O)Nc2ccsc2C#N)cc1,-3.3,2.1,4.0,-4.1,-5.8,3.6,7.7,-1.7
Cc1ccc(S(=O)(=O)N2CCC3(CC2)CC(=O)c2ccccc2O3)cc1,-4.5,1.0,15.2,2.5,-5.7,-14.8,7.3,-14.2
COc1ccc(Nc2nc(N)nc(CSC(=S)N3CCN(c4ccccc4)CC3)n2)cc1,17.6,-13.4,14.3,2.4,-10.7,-16.8,-5.7,-7.7
CC1CCCN(Cc2c(O)ccc3c2O/C(=C\c2ccco2)C3=O)C1 (stereo unspecified),-97.4,-3.0,9.0,-26.0,67.0,-19.3,-2.0,6.5
OCCN=C1CCCc2c1[nH]c1ccc(Cl)cc21,-92.5,-8.3,5.8,-10.8,-9.3,-15.8,7.8,-10.9
CCn1nnc2cc(C(=O)Nc3cccc(S(=O)(=O)N(C)C)c3)ccc21,2.1,-4.1,-0.8,-0.1,-2.6,-10.4,-8.9,6.5
COc1ccc(NC(=O)COC(=O)c2c(F)cccc2Cl)cc1OC,·,0.3,-7.9,·,-0.8,-0.8,-2.9,5.3
CC(=O)N1CCN(c2ccc(N)cc2)CC1,14.2,3.2,13.4,3.1,-11.3,13.0,-1.3,-2.8
COC(=O)c1ccc(CNC(=O)COC(=O)CCC2CCCC2)cc1,17.1,-9.8,7.4,2.5,-7.5,-5.7,-7.7,-2.5
Cn1nnnc1SCC(=O)C(C)(C)C,24.9,2.9,2.9,3.3,-1.2,-14.0,-10.8,-2.6

# Compound profiles, from the list above. Values in the order: SENP8 block-1	SENP8 block-2	Apaf-1 inh	SENP1 FRET inh	A3G deaminase	SENP6 inh	UBC13 inh	SENP7 inh
# COc1ccc(-c2csc(NC(=O)CN3C(=O)C4CCCCC4C3=O)n2)cc1OC (stereo unspecified) is listed with 15.3	-11.3	-4.7	0.1	-2.0	7.2	11.0	-5.9
# COc1ccc(NC(=O)N2CCCC2C(=O)Nc2ccccc2)cc1 (stereo unspecified) is listed with 18.2	-0.8	-41.5	1.4	-1.6	-0.7	-7.0	8.3
